# Screens from PubChem.
# DAX1 inh-1 = inhibitors of DAX1 repression of SF-1 activated StAR promoter. HEK293T StAR-luciferase reporter, SF-1/DAX-1 repression relief. inhibition, % at 6.8 µM. 370,000 tested, 1.1% active. AID 652010;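 active = inhibition above the mean over all tested compounds plus 3 SD, cut at about 3.6% in these data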;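 note: 0% = DAX-1 cells with DMSO and 100% = cells lacking DAX-1 with DMSO; higher inhibition means more luminescence from relief of DAX-1 repression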
# ADAM10 inh = inhibitors of human ADAM10 | O14672 | AID 720582 | recombinant ADAM10, EDANS/DABCYL FRET peptide cleavage, 3 h | 370,000 tested, 0.62% active | inhibition, % at 7 µM;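 active = inhibition above a per-campaign cutoff equal to the mean of compounds falling between control-based bounds plus 3 SD, cut at about 20% in these data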;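 note: 0% = DMSO wells while the 100% control is not disclosed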
# Target sequence (O14672 214-748 limits assumed): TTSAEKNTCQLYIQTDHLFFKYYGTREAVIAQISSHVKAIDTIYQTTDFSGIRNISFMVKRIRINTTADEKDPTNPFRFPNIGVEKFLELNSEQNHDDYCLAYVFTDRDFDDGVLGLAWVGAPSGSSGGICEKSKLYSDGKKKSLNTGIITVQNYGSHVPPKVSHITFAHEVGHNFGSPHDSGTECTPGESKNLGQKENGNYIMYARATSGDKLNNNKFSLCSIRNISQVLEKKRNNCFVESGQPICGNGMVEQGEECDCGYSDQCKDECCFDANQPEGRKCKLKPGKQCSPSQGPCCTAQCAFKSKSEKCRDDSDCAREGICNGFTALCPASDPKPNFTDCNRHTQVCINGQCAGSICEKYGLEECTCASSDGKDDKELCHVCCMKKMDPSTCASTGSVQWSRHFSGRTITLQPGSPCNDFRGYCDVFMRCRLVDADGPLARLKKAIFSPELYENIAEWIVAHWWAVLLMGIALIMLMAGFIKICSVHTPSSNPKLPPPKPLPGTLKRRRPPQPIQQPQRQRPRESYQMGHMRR
# HGIII-sPLA2 inh = Blocks human group III sPLA2 activity; inhibition, % at 12.2 µM; AID 743126; Q9NZ20; 370,000 tested, 0.56% active; QFRET BODIPY PC-A2 liposome hydrolysis, fluorescence;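 active = inhibition above mean plus 3 SD of compounds lying within the high and low control bounds, cut at about 19% in these data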;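 note: 0% = median of test compound wells and 100% = no enzyme DMSO wells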
# DAX1 inh-2 = NR0B1 (DAX1) inhibition; HEK293 Gal4-DAX1 luciferase reporter, luminescence; inhibition, % at 6.75 µM; 340,000 tested, 0.99% active; AID 504766;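 active = inhibition above the mean over all tested compounds plus 3 SD, cut at about 4.2% in these data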;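 note: 0% = DAX1-transfected cells with DMSO and 100% = empty-vector control cells with DMSO; inhibition shows as a rise in luminescence from relieved DAX1 repression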
# Target sequence (P51843 207-470 limits assumed): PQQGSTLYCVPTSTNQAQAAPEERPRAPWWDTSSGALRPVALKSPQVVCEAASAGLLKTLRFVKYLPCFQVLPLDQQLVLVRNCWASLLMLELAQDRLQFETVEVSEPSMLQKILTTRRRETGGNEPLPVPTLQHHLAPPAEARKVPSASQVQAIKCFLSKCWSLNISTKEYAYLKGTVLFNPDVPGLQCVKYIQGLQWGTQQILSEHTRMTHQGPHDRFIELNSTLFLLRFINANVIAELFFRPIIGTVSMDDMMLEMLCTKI
# PLC-gamma1 inh = PLC-gamma1 (human) inhibition, primary screen; purified PLC-gamma1, fluorogenic substrate, fluorescence; inhibition, % at 12.2 µM; AID 720700; 370,000 tested, 0.84% active; in the data active = inhibition above about 9.5%
# ssDAF12 agonist = activates DAF-12 receptor from parasite S. stercoralis; activation, % at 6.8 µM; AID 652126; HEK293 ssDAF-12/GRIP1 lit1-tk-luc reporter, luminescence; % of 3 µM dafachronic acid response; 370,000 tested, 1% active;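 active = activation above the mean over all tested compounds plus 3 SD, cut at about 0.9% in these data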;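 note: 0% = DMSO-only wells and 100% = 3 µM delta7-dafachronic acid wells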
# FXN GAA850 act = frataxin GAA850 promoter activation | HEK293 lucGAA850 FXN promoter luciferase reporter, 24 h; percent of 10 µM SAHA response | activation, % at 6 µM | 360,000 tested, 0.56% active;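 active = activation above the average of all compounds screened plus 3 SD, cutoff fixed separately per campaign, cut at about 7.5% in these data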;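 note: 0% = DMSO wells and 100% = 10 µM SAHA wells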
# hcDAF-12 act = H. contortus DAF-12 activation, primary screen; HEK293 hcDAF-12 lit1-tk-luc reporter, luminescence; 0% DMSO, 100% Δ7-dafachronic acid; activation, % at 6.8 µM; 370,000 tested, 1.4% active; AID 652067;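 active = activation above the mean of all tested compounds plus 3 SD, cut at about 5.5% in these data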;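 note: 100% = response to 3 µM Δ7-dafachronic acid high control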
# hgDAF12 agonist = activates the H. glycines DAF-12 receptor ligand-binding domain. HEK293 GAL4-hgDAF12 UAS-luciferase reporter, agonist luminescence; normalized to butyrate control. activation, % at 6.8 µM. 370,000 tested, 1.8% active;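 active = activation above a cutoff set at the mean of all screened compounds plus 3 SD, cut at about 10% in these data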;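 note: 0% = DMSO wells and 100% = sodium butyrate wells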
# PLCb3 inh = inhibitors of human phospholipase C beta3 | 370,000 tested, 0.18% active | Q01970 | AID 720704 | Purified PLC-beta3, fluorogenic substrate, fluorescence | inhibition, % at 12.2 µM; in the data active = inhibition above about 11%;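 note: 0% = median of compound wells on plate and 100% = full blocker control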
# ADAM17 inh = inhibits human ADAM17; 370,000 tested, 0.83% active; P78536; recombinant ADAM17, EDANS/DABCYL FRET peptide cleavage; inhibition, % at 6.95 µM;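 active = inhibition above the mean of compounds lying between control limits plus 3 SD, set per campaign, cut at about 8.5% in these data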;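 note: 0% = DMSO-only wells as the low control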
# * = called active by the depositor; . = not tested or not shown.
smiles	DAX1 inh-1	ADAM10 inh	HGIII-sPLA2 inh	DAX1 inh-2	PLC-gamma1 inh	ssDAF12 agonist	FXN GAA850 act	hcDAF-12 act	hgDAF12 agonist	PLCb3 inh	ADAM17 inh
CN(c1ccccc1)S(=O)(=O)c1cccc(C(=O)NCC(=O)Nc2ccc(F)c(F)c2F)c1	-1.7	-8	-8	0.1	-1	-1.2	-0.6	-0.5	-1.0	-11	3
O=C(Nc1ccccc1F)C1CCN(C(=O)NC2CCCCC2)CC1	0.0	1	2	-1.6	1	-0.6	0.1	0.2	0.1	-2	1
CCCNC(=O)c1onc(CSc2ccc(F)cc2)c1C(=O)NCCC	-0.7	8	2	-1.1	1	-1.6	0.9	-2.4	1.6	2	3
COc1ccc(/C(O)=C2\C(=O)C(=O)N(c3cc(C)on3)C2c2cccc(OC)c2OC)cc1C (configuration not stated)	-0.9	-8	-2	1.2	-19	-0.9	0.3	-1.3	-0.2	-20	-2
CCOc1ccc(Br)cc1C(=O)N/N=C/c1ccccn1	-0.9	-1	-4	-0.1	0	-1.7	0.3	-1.6	1.5	-6	-5
Cc1ccc(CNC(=O)C2CCCN(c3nc4ccccc4o3)C2)cc1 (configuration not stated)	0.3	-19	19*	1.1	1	-0.8	1.7	0.2	-0.7	-2	1
COc1ccc(S[C@]2(C(=O)N3CCN(c4ncccn4)CC3)CC(=O)N(C(=O)/C=C/c3ccccc3)[C@@H]2c2ccc(OC)cc2)cc1	0.8	6	10	.	6	-1.2	.	-0.9	-3.0	1	4
CCOP1(=O)C=C(Sc2ccc([N+](=O)[O-])cc2[N+](=O)[O-])C(C)(C)O1 (configuration not stated)	0.7	-1	-1	0.1	5	-0.9	0.6	-0.7	2.9	4	-2

# Entries of single compounds as entered above. Screens in order: DAX1 inh-1, ADAM10 inh, HGIII-sPLA2 inh, DAX1 inh-2, PLC-gamma1 inh, ssDAF12 agonist, FXN GAA850 act, hcDAF-12 act, hgDAF12 agonist, PLCb3 inh, ADAM17 inh
# `Cc1ccc(CNC(=O)C2CCCN(c3nc4ccccc4o3)C2)cc1` (configuration not stated) reads 0.3, -19, 19*, 1.1, 1, -0.8, 1.7, 0.2, -0.7, -2, 1
# `COc1ccc(S[C@]2(C(=O)N3CCN(c4ncccn4)CC3)CC(=O)N(C(=O)/C=C/c3ccccc3)[C@@H]2c2ccc(OC)cc2)cc1` reads 0.8, 6, 10, ., 6, -1.2, ., -0.9, -3.0, 1, 4

# New compounds follow:
smiles	DAX1 inh-1	ADAM10 inh	HGIII-sPLA2 inh	DAX1 inh-2	PLC-gamma1 inh	ssDAF12 agonist	FXN GAA850 act	hcDAF-12 act	hgDAF12 agonist	PLCb3 inh	ADAM17 inh
O=C(CCCOc1ccc(Cl)cc1Cl)Nc1cccnc1	0.2	2	-5	-0.5	0	-0.8	-0.9	-1.4	0.0	2	-1
CC(C)N(C)Cc1cn(C)nc1-c1ccc(Oc2ccccc2)cc1	0.2	3	1	-0.2	-4	-0.1	-0.1	4.5	6.1	-4	0
COc1ccccc1NC(=O)C(=O)N/N=C(\C)CC(=O)Nc1ccccn1	-0.6	-142	2	1.0	-20	-1.0	-1.4	-1.1	-2.9	-18	-46
Cc1ccc(-c2nc(S(=O)(=O)c3ccc(C)cc3)c(N3CCOCC3)o2)cc1	-0.1	-6	9	1.1	2	-1.1	-0.9	0.9	2.2	-2	-5
O=C(Nc1cccc(-n2cnnn2)c1)c1ccoc1COc1ccc(Cl)cc1	0.4	4	-7	-0.5	4	-1.2	2.1	-0.2	1.5	-4	2
COc1cccc(CC(=O)NNC(=O)c2ccc3c(c2)OCO3)c1	0.3	3	6	0.9	-2	-1.2	-0.1	0.3	1.4	-9	-2
Cn1c(=O)[nH]c(=O)c2c1nc(Sc1ccccc1)n2CCc1ccccc1	1.1	-2	-5	0.3	0	-1.2	2.2	-1.5	0.6	4	0
CNCCOc1ccccc1-c1ccccc1	-0.5	4	7	0.2	3	-1.1	0.3	-0.4	-0.2	0	-4
C=C(C1=CCN(S(=O)(=O)C(C)(C)C)[C@@H]1CCO)c1ccccc1	-0.7	-9	-1	0.9	-1	0.5	0.2	0.0	-3.3	-5	-3
COc1ccc(CCC(=O)NCc2ccccc2OC)cc1	-0.2	-8	7	-0.1	1	-0.7	0.9	1.5	0.6	-4	-2
Cc1ccccc1-c1nc(-c2ccc(NC(=O)c3ccc4c(c3)OCO4)cc2)no1	0.2	7	3	1.0	4	0.1	-0.8	1.4	1.3	2	-1
CCN(CC)S(=O)(=O)c1ccc(C(=O)Nc2nnc(C(C)C)s2)cc1	1.4	-11	7	0.1	-1	-0.4	1.5	-0.2	5.9	0	-1
COc1ccc(C(=O)Oc2c(OC)cc(C(=S)N3CCOCC3)cc2OC)cc1OC	0.1	-4	1	-1.2	1	-1.1	1.4	0.5	-0.2	1	-1
CC(=O)NS(=O)(=O)c1ccc(N=c2ssc3c2-c2cc(C)ccc2NC3(C)C)cc1	0.3	10	-12	1.0	-3	-1.6	-2.0	-2.8	1.0	2	-1
O=C(O)Cn1cnc2scc(-c3cccs3)c2c1=O	0.5	-13	-4	-0.1	-4	-1.1	0.8	-2.5	2.8	-5	-3
O=C(Nc1ccc2nc3n(c(=O)c2c1)CCCCC3)c1cc([N+](=O)[O-])ccc1F	-1.6	-7	7	-2.2	4	-1.6	-14	-3.7	-7.6	-5	1
O=C(Nc1ccccc1C(=O)O)c1cccc(F)c1	-0.3	5	1	0.9	-1	-0.6	0.1	-1.6	-0.6	0	-3
Cc1ccc(C(C)(C)C)cc1S(=O)(=O)Nc1cccc(S(=O)(=O)NC2=NCCC2)c1	-0.3	-4	-6	-1.7	5	-1.2	2.1	-1.0	-2.1	-3	6
O=C(COC(=O)c1ccccn1)Nc1ccccc1OC(F)F	0.2	16	3	-0.3	2	-0.4	-1.1	1.4	-1.2	1	-2
CC(Oc1ccccc1)c1ccnc(N)n1 (configuration not stated)	0.3	-3	5	1.1	-1	-0.4	2.6	-0.2	4.2	0	-2
CCc1ccccc1N(CC(=O)N1CCN(c2ccc(F)cc2)CC1)S(C)(=O)=O	0.3	-2	8	-0.2	1	-1.5	-1.1	-3.3	1.5	-1	-2
CCN(C(=O)COC(=O)COc1ccc2c(C)cc(=O)oc2c1)C1CCS(=O)(=O)C1 (configuration not stated)	1.6	-108	4	-0.8	-6	-1.9	2.7	0.8	3.0	-13	-37
COc1ccccc1NC(=O)c1ccc(NC(=O)CN(C)Cc2ccccc2F)cc1	0.1	0	-8	-1.4	-6	-1.9	0.3	-0.4	1.3	-15	0
C=CCN(c1ccccc1)S(=O)(=O)c1cccc(C(=O)N2CCN(c3ncccn3)CC2)c1	-4.7	-6	-5	-1.6	-3	-1.5	1.5	-3.7	-4.3	-3	-3
Cc1ccc(NC(=O)CN2C(=O)NC3(CCCCC3C)C2=O)cc1S(=O)(=O)N1CCCCC1 (configuration not stated)	-0.7	3	-14	-0.3	2	-0.9	3.3	-2.3	-4.7	1	0
CC(C)CC(NS(=O)(=O)c1cccc(C(=O)O)c1)C(=O)O (configuration not stated)	0.6	-5	0	0.8	3	-1.4	-0.9	-0.2	2.4	-2	0
COc1ccc(N2C(=O)C(Cl)=C(NCc3ccccc3)C2=O)cc1	-0.9	0	-10	0.2	-3	-1.1	3.1	-0.1	2.5	-6	0
O=C(COc1ccccc1Cl)NCCNC(=O)c1cnccn1	0.3	-6	3	-0.2	-1	-0.6	3.1	-0.6	-1.1	-3	-1
CN(CCc1ccccn1)C(=O)CCC1CCCN(C(=O)NC2CCCCC2)C1 (configuration not stated)	0.3	0	5	0.7	3	-1.3	2.0	-0.2	1.1	0	2
COc1cc(/C=N/NC(=O)C(N)=O)ccc1OC(=O)c1cccs1	-0.2	-8	7	0.5	3	-2.0	-0.8	1.7	-1.0	-4	-2
CC1CCN(C(=S)Nc2ccc(F)cc2)CC1	-0.2	-5	19	0.2	-2	-1.2	1.9	-0.9	-2.2	0	-5
Cc1cc(Cl)c2oc(C(=O)N(C)CCc3cnn(C)c3)c(C)c2c1	-0.3	5	-1	-0.1	3	-1.3	4.3	-2.1	0.2	-4	1
Cc1cccc(NC(=O)c2nc[nH]c2C(=O)N2CCC(C)CC2)c1	-0.7	6	-9	-0.4	-1	-1.5	1.2	-1.6	-0.5	2	-3
CCOC(=O)Cn1c(CN(Cc2ccccc2)Cc2ccccc2)nc2c1c(=O)[nH]c(=O)n2C	-0.6	3	0	-0.3	1	-0.6	-5.8	-2.4	-2.3	2	0
NCCSSCCN	1.0	-12	13	-1.3	7	-0.9	-1.1	0.5	-1.0	-2	-1
CCCCNC(=O)C1(C)CCN1C(=O)c1cc(OC)ccc1Br (configuration not stated)	-0.1	-15	8	.	1	-1.7	0.1	0.6	-1.6	1	-5
CCCCn1c(N)c(N(CC)C(=O)C2CCCC2)c(=O)[nH]c1=O	-0.6	-12	14	0.5	3	-1.2	-0.1	-0.7	2.0	-6	-9
O=C(NCc1ccco1)C(c1ccncc1)N(C(=O)Cc1cccs1)c1ccccc1 (configuration not stated)	-0.3	1	0	0.4	1	-1.0	-0.2	-0.4	-1.2	0	-1
Cc1cc(C)nc(SCc2nnc(SCC#N)n2-c2cccc(Cl)c2)n1	-0.7	1	-8	-0.2	2	-1.4	2.3	-0.4	-0.4	3	3
CCOC(=O)c1cc(C(C)(C)C)nc(SC)c1C#N	0.1	-3	4	0.2	2	-1.1	3.2	-1.1	0.7	-10	-4
COc1cc(CN2CCCCC2C(=O)Nc2ccc(Oc3ccccc3)nc2)ccc1O (configuration not stated)	2.8	-6	1	0.6	6	-0.3	3.9	1.5	4.4	5	1
CCOC(=O)CCC(NC(=O)c1ccc(Nc2nc3ccccc3nc2C(=O)OCC)cc1)C(=O)OCC (configuration not stated)	-0.2	1	-5	3.7	-1	-0.5	1.3	-1.3	5.5	0	-4
CCCCC1(C(=O)OCC)NC(c2ccc(O)cc2)C2C(=O)N(c3ccccc3)C(=O)C21 (configuration not stated)	0.1	-3	-12	1.0	-1	-0.9	1.3	0.4	3.1	-4	0
CCOC(=O)C1CCCN(C(=O)c2ccc(OC)c(OC)c2)CC1 (configuration not stated)	0.1	4	-1	.	7	-1.7	1.1	-1.7	0.2	4	2
COc1ccc(/C=C/C(=O)N(Cc2cccs2)C2CCS(=O)(=O)C2)cc1 (configuration not stated)	0.1	-10	12	-1.5	1	-0.9	0.5	-1.1	1.3	-7	-4
CCCCn1cnc2c([nH]c3cc(OC)ccc32)c1=O	1.1	-7	-4	0.4	1	-1.0	-1.0	1.4	6.1	3	-7
COc1cc([N+](=O)[O-])cc(/C=N/NC(=O)C(C)Nc2cccc(C)c2)c1O (configuration not stated)	0.1	3	1	0.4	-2	-1.5	0.9	-0.7	-2.3	-1	2
CCN(CC(=O)Nc1ccc2c(c1)OCCO2)C(=O)c1cc(Cl)nc2ccccc12	-1.5	-8	6	-0.2	-3	-1.0	-0.7	0.3	8.2	-4	-6
CCN1CCN(c2nc(Nc3cccc(OC)c3)nc(N)c2[N+](=O)[O-])CC1	-0.6	3	10	0.1	1	-1.5	-2.9	-3.4	1.1	-3	1

# Hits appear at their usual frequency; about 6.9% have a hit in one of these screens.
